Screening results deposited in PubChem BioAssay by Sanford-Burnham Center for Chemical Genomics.
NLRP3 yeast inh: inhibitors of NALP3 inflammasome in yeast; Yeast reconstituted NLRP3/ASC/caspase-1, beta-gal luminescence, 24 h; inhibition, % at 10 µM; 0.39% of 330,000 active; AID 2825;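 active = inhibition of 50% or more; inactive = inhibition below 50%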;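 note: plate controls were induced DMSO wells for no effect and uninduced yeast grown without galactose for full effect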
GRIN3A LBD mod: modulators (binders) of human NR3A ligand-binding domain | NR3A LBD differential scanning fluorimetry, Tm shift; 0% = protein alone, 100% = glycine-bound protein | Tm shift relative to glycine control, % at 25 µM | 2.5% of 340,000 active | AID 1259313;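 active = melting temperature shift of at least 10% of the positive control shift, at one fixed dose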
UPR CHOP act: activators of apoptotic arm of unfolded protein response (CHOP); CHO-CHOP luciferase reporter, UPR activation, luminescence; percent of tunicamycin response over DMSO baseline; activation, % at 10 µM; 0.34% of 330,000 active;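 active = at 10 µM dose, activation of 40% or more, normalized to positive control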;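 note: 100% = tunicamycin at 10 µg/mL and 0% = DMSO alone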
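Test system: CHO-CHOP cells, stable luciferase reporter of PERK-eIF2a-CHOP signalling | Quantity: 500 CHO-CHOP cells per well | Buffer or medium: F12 plus 10% serum | Compound dosing: 10 µM single point, 0.5% DMSO | Schedule: 6 h compound treatment, 37 °C | Signal: Luciferase luminescence | Control set: Tunicamycin high control, DMSO low control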
UPR XBP1 act: activators of adaptive arm of unfolded protein response (XBP1) | CHO-XBP1 luciferase reporter, IRE1-XBP1 UPR activation, luminescence; percent of tunicamycin response, DMSO as zero | activation, % at 20 µM | 0.33% of 330,000 active;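 active = versus positive control, 20 µM dose yields 30% or more activation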;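 note: 100% = tunicamycin at 10 µg/mL and 0% = DMSO only wells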
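incubation = overnight seeding at 37 °C, 6 h compound treatment at 37 °C | assay system = CHO-XBP1 cells stably carrying IRE1-XBP1-driven luciferase reporter | input = 1000 cells per well | detection = luciferase luminescence | dosing = single point, 20 µM final compound, 1% DMSO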
APJ ag: APJ receptor agonism. 0.11% of 330,000 active. P35414. activation, % at 20 µM. AID 2520. CHO-K1 APJ PathHunter beta-arrestin, luminescence; 0% DMSO wells, 100% apelin;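 active = activation more than six SD over the plate average, tested at 20 µM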;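 note: 0% = DMSO alone and 100% = apelin-13 at 10 nM; some results filed as inactive read as strong as hits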
Target sequence (P35414 whole entry, looked up): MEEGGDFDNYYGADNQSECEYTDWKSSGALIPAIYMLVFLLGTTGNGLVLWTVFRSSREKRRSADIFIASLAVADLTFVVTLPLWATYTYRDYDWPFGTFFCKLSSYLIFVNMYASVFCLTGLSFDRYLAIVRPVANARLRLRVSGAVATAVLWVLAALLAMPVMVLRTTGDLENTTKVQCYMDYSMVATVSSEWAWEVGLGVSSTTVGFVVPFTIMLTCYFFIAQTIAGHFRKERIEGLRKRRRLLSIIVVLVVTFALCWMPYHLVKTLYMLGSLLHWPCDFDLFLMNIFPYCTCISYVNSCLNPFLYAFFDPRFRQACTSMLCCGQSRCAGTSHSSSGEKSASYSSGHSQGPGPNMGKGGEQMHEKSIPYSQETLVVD
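Assay system – PathHunter CHO-K1 APJ (AGTRL-1) beta-arrestin reporter cells · Compound – one dose, 20 µM compound, 1% DMSO · Timing – compound 90 min 25 °C, reagent 1 h · Measured by – luminescence from split beta-galactosidase complementation, Galacton Star/Emerald II substrate · Measure – beta-arrestin recruitment to APJ as agonist activity, luminescent signal · Benchmarks – DMSO vs Apelin-13 10 nM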
tim10-1 inh: growth inhibitors of tim10-1 mutant yeast. S. cerevisiae tim10-1 ts strain growth, BacTiter-Glo, 24 h. inhibition, % at 20 µM. 2.2% of 330,000 active;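 active = inhibition of at least 40%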;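 note: mutant grown at 25 °C; 0% = DMSO wells with yeast and 100% = wells holding no yeast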
Mdm2-MdmX inh: disrupts the human Mdm2-MdmX interaction; AID 485346; O15151+Q00987; inhibition, % at 8 µM; SaOS-2 split-luciferase Mdm2/MdmX complementation, luminescence; 3% of 330,000 active;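 active = inhibition of at least 50% at 8 µM in the primary screen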
TIM10 inh: TIM10 yeast growth inhibition; S. cerevisiae TIM10 strain growth, BacTiter-Glo luminescence, 24 h; inhibition, % at 10 µM; 1.4% of 330,000 active;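 active = inhibition of 40% or more at the single tested concentration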;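 note: wild-type TIM10 isogenic control strain grown at permissive 25 °C; 0% = DMSO yeast wells and 100% = minimal medium wells without yeast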
tim23-1 inh: tim23-1 yeast growth inhibition. S. cerevisiae tim23-1 growth, BacTiter-Glo luminescence, 24 h. inhibition, % at 20 µM. 1.3% of 330,000 active;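 active = growth inhibition of the mutant yeast at or above 50%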;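 note: temperature-sensitive mutant grown at 25 °C; plate controls were DMSO-treated mutant yeast for no effect and medium wells lacking yeast for full effect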
Numbers without * were called inactive; . = no result given. Hits appear at their usual frequency. About 8.2% of those tested had a hit in this group.

SMILES	NLRP3 yeast inh	GRIN3A LBD mod	UPR CHOP act	UPR XBP1 act	APJ ag	tim10-1 inh	Mdm2-MdmX inh	TIM10 inh	tim23-1 inh
CC(C)CSc1nc(N2CCOCC2)c2c(c1C#N)CC(C)(C)SC2	2.3	0.0	-1.1	-1.0	6.0	32.4	-30.4	7.1	24.0
CC(C)C[C@H]1CN=C(Nc2ccccc2)N1CC1CCCC1	10.3	-3.6	-1.2	0.3	-4.1	-15.0	13.1	-8.1	-12.0
COc1ccc2nc(SCc3cccc(C)c3)nc(C)c2c1	2.6	-6.8	7.3	4.9	-4.0	6.6	-171.1	4.7	14.9
Cc1cc(C)n2c(SCC(=O)Nc3cccc(S(N)(=O)=O)c3)nnc2n1	18.3	2.0	-0.3	0.8	-0.4	-5.2	-0.3	0.8	2.6
COc1ccc(-c2csc(NC(=O)c3ccc(S(=O)(=O)N4CCc5ccccc5C4)cc3)n2)cc1	14.2	0.4	0.9	3.9	2.2	19.5	30.8	8.9	7.8
Cc1ccc(S(=O)(=O)c2cc(OC(=O)c3ccco3)ccc2OC(=O)c2ccco2)cc1	-2.1	0.2	-0.4	1.4	2.2	25.0	-15.8	38.2	25.9
CC1=NNC(=O)C1CC(=O)N/N=C/C(C)=C/c1ccccc1 (stereo not drawn)	-4.7	-1.9	2.5	0.7	-1.5	7.4	13.1	3.6	5.5
COc1cccc(C(N)=O)c1OC(=O)Cc1ccccc1F	11.4	0.6	4.1	-2.6	-3.2	8.8	-22.2	9.3	25.9
CCc1ccc2c(c1)C(c1ccncc1)=NNC(c1ccccc1)=N2	1.6	-1.2	2.8	4.2	-3.4	18.9	-17.6	39.4	33.0
Fc1cccc(CCN2C(=S)NC[C@@H]2Cc2ccccc2)c1	8.9	4.7	0.1	-1.4	-4.2	9.4	31.5	4.9	36.1
CC(C)OC(=O)N(C)c1ccc(C(O)(C(F)(F)F)C(F)(F)F)cc1	10.3	-1.0	3.3	0.3	3.1	11.5	14.5	20.4	29.7
CC(=O)NCCc1nc2cc(NC(=O)COc3cccc(C)c3)ccc2n1C	0.3	-1.3	3.8	1.0	-0.7	-0.5	-35.8	-0.3	9.9

A different layout for some results above.
Values run as follows: NLRP3 yeast inh	GRIN3A LBD mod	UPR CHOP act	UPR XBP1 act	APJ ag	tim10-1 inh	Mdm2-MdmX inh	TIM10 inh	tim23-1 inh
> Fc1cccc(CCN2C(=S)NC[C@@H]2Cc2ccccc2)c1
 : 8.9	4.7	0.1	-1.4	-4.2	9.4	31.5	4.9	36.1
> CC(C)OC(=O)N(C)c1ccc(C(O)(C(F)(F)F)C(F)(F)F)cc1
 : 10.3	-1.0	3.3	0.3	3.1	11.5	14.5	20.4	29.7

More structures follow.
SMILES	NLRP3 yeast inh	GRIN3A LBD mod	UPR CHOP act	UPR XBP1 act	APJ ag	tim10-1 inh	Mdm2-MdmX inh	TIM10 inh	tim23-1 inh
CCN(CC)S(=O)(=O)c1ccc(OC)c(NS(=O)(=O)c2ccc(F)cc2)c1	3.9	2.4	0.6	2.8	-3.7	20.9	23.0	22.7	19.7
COC(=O)c1ccc(CSc2nnc(CNC(=O)c3ccccc3F)o2)o1	6.7	1.5	0.4	-2.9	0.8	17.4	12.1	-2.4	15.7
CS(=O)(=O)N1CCN(C(=S)NCc2ccc(Cl)cc2)CC1	9.6	2.0	-0.5	-0.2	-2.3	-4.4	34.1	14.0	-1.2
C/C(=N\NC(=O)c1cc(Cl)ccc1O)c1ccc(Br)s1	-7.2	3.7	3.5	-3.2	-1.2	16.2	-21.7	0.1	4.1
Cc1ccc(-c2nc(CS(=O)CC(=O)NCCN3CCOCC3)c(C)o2)cc1 (stereo not drawn)	3.4	-1.2	0.6	-0.4	0.3	13.2	9.5	-1.9	7.5
Cn1cc(Cl)nc1C(O)c1ccccc1 (stereo not drawn)	7.1	-6.6	0.3	0.5	0.2	11.7	-32.8	-15.1	15.5
O=C(c1cc(-c2ccc(Cl)c(Cl)c2)on1)N1CCOCC1	28.3	-2.2	2.2	-4.9	-2.2	3.8	-78.2	-16.1	8.8
O=C(c1cc(C2CC2)nn1-c1ccccc1)N1CCN(c2ccccc2O)CC1	17.7	-1.0	1.6	-4.0	3.1	21.7	28.7	23.6	49.3
COCCN(C(=O)CC(C)(C)C)c1nnc(-c2cccnc2)s1	17.1	-2.8	-2.7	-2.8	-4.0	-6.8	27.8	-18.7	1.9
O=C(NCc1ccccc1)C(c1cccs1)N(C(=O)c1csnn1)C1CC1 (stereo not drawn)	3.3	1.0	2.4	-1.0	-3.6	1.4	3.4	11.1	-0.6
CSCCC(NC(=O)c1ccccc1Cl)C(=O)NCc1ccncc1 (stereo not drawn)	11.8	1.9	-2.9	-0.9	-2.6	-19.2	13.7	-4.7	-4.9
Cc1ccc(-n2ncc3c(NNC(=O)c4ccco4)ncnc32)cc1C	16.0	0.8	1.9	-2.8	5.4	2.8	10.2	11.6	10.8
Cc1ccccc1CSCC(=O)NC(=O)NC(C)(C)C	12.9	.	-1.8	3.3	0.9	21.6	-5.8	-4.6	22.5
CNC(=O)/C(C#N)=C/c1ccc(-c2nc3ccccc3s2)o1	13.5	-2.1	6.0	2.8	0.0	8.4	-84.0	15.9	9.0
CC(=O)Nc1cccc(-c2csc(NCc3ccco3)n2)c1	3.8	-12.7	2.0	0.1	-2.2	21.9	-10.4	-0.8	17.0
NS(=O)(=O)c1ccc(CNC(=S)NCc2ccc(F)cc2)cc1	11.3	2.2	-1.5	-2.1	3.7	-1.2	-6.2	-0.7	-0.2
COc1ccc(CP(=O)(c2ccccc2)c2ccccc2)cc1	0.0	-0.2	1.2	-2.3	0.2	7.4	6.6	6.4	17.9
CSc1cccc(CN2CCN(Cc3ccc(F)c(F)c3)C(CCO)C2)c1 (stereo not drawn)	13.4	-1.3	1.3	-3.2	-2.6	14.4	29.4	2.8	-3.4
COCCN(C(=O)CCC(=O)Nc1cc(C)on1)C(C(=O)NC(C)(C)C)c1ccccc1Cl (stereo not drawn)	11.1	0.5	1.8	1.4	-2.5	-1.0	-2.4	-7.5	0.0
Brc1ccc(-c2ccc(/C=N/Nc3nncc(-c4ccccc4)n3)o2)cc1	-2.7	-1.0	59.0*	90.9*	3.1	11.7	40.4	-12.4	-3.3
Nn1c(SCC(=O)Nc2ccc3c(c2)OCO3)nnc1C1CCCCC1	4.5	-1.4	2.0	0.4	1.9	8.8	15.6	2.5	12.5
CS(=O)(=O)c1ccc2nc(NC(=O)CCC(=O)c3cccs3)sc2c1	7.7	0.7	5.1	1.8	10.0	12.6	-3.2	3.7	13.2
CN1CCN(C(=O)c2cc3c(s2)-c2ccccc2S(=O)(=O)C3)CC1	15.8	-2.2	-1.2	-0.6	-0.4	8.1	-11.2	-4.8	-3.6
CCc1cc(C(=O)N2CCN(c3ccccn3)CC2)sc1C	4.4	0.9	1.6	0.1	12.4	31.5	3.8	19.4	25.5
CCc1noc(C)c1C(=O)OCC(=O)NC(=O)c1ccccc1OC	14.7	-2.3	-3.5	-0.7	4.6	16.0	0.8	15.9	23.3
Fc1ccccc1N1CCN(CC2CCCCC2)CC1	10.3	0.7	1.2	-1.6	4.1	-11.9	7.9	-23.5	-36.4
CCOc1ccc(C2c3cc(OC)c(OC)cc3CC(=O)N2c2ccccc2)cc1 (stereo not drawn)	-15.9	-1.1	-0.3	-0.1	-4.8	15.5	-21.8	-0.9	22.7
O=C(OCc1cccc(C(F)(F)F)c1)c1cc([N+](=O)[O-])ccc1N1CCOCC1	25.0	-5.0	0.6	3.0	7.5	11.9	26.9	1.6	8.9
Cc1cccc(N2CCN(C(=O)CCc3nc4ccccc4c(=O)[nH]3)CC2)c1C	14.7	-0.2	-0.5	1.6	0.0	-8.9	26.4	-8.2	-16.3
COc1ccc(OC)c(/C=N\NC(=O)c2c(C)nc3cc(C)ccn23)c1	22.9	0.5	0.5	6.7	7.2	2.1	24.3	-5.0	18.9
COCCN1C(=O)C(=O)/C(=C(/O)c2ccc(OC(C)C)cc2)C1c1cccnc1 (stereo not drawn)	6.0	0.8	0.4	0.3	-0.9	14.5	-6.5	8.2	10.7
O=[N+]([O-])c1ccc(Cl)cc1CNc1ccc(F)c(F)c1	15.6	-0.6	-0.1	-0.5	-1.0	33.0	-3.6	25.8	32.1
C=C(C)CSc1nc(N)c2c3c(sc2n1)CCC3	-21.8	-1.3	3.9	1.7	-3.1	11.3	-94.2	11.2	17.9
O=C(O)Cc1sc(-c2ccc(C(=O)O)cc2)nc1-c1ccccc1	13.2	-0.4	-1.8	0.3	0.1	-7.9	4.5	-10.3	5.7
C/C(=C\C(=O)c1cccnc1)Nc1ccc(O)cc1	1.4	-2.7	3.4	7.6	1.8	12.0	4.0	-7.9	6.4
Cc1cccc(Cn2nc(C(C)(C)C)cc2C(=O)N2CCOCC2)c1	3.8	-1.7	2.6	-2.8	-4.4	21.3	-8.5	24.2	23.3
NCCC(=O)N1c2ccccc2Sc2ccccc21	68.4*	0.2	-1.2	-3.4	-2.0	-11.6	34.3	-7.6	-5.1
CC(C)C(c1nnnn1Cc1ccc2c(c1)OCO2)N1CCN(C)CC1 (stereo not drawn)	7.0	1.3	-0.8	-2.4	0.3	10.1	9.8	5.0	-1.3
CCOC(=O)C(C)Sc1nnc(Cc2cc(=O)[nH]c(=O)[nH]2)n1-c1ccc(OCC)cc1 (stereo not drawn)	0.0	-1.2	1.5	-2.3	-1.2	-17.1	15.1	3.2	14.9
N#CC1=C(N)Oc2n[nH]c(-c3cccs3)c2C1c1ccoc1 (stereo not drawn)	3.1	-1.7	0.8	-1.3	0.9	-5.1	29.0	2.9	8.5
CC#CCOC(=O)c1c(C)nc2sc3c(c2c1N)CCC(O)C3 (stereo not drawn)	18.1	-0.8	5.1	-4.7	0.6	14.8	-22.3	18.4	13.8
Cc1nc([N+](=O)[O-])c(C(=O)OCc2cccc(Br)c2)n1C	17.5	1.4	-0.2	-1.6	0.6	43.2*	6.0	7.2	9.8
COc1ccc(OC)c(-n2c(-c3ccc(O)cc3O)n[nH]c2=S)c1	15.7	1.1	2.0	0.0	1.7	4.9	20.9	0.9	5.4
COc1ccc(C(=O)NCC(=O)N2CCCCC2)cc1OC	14.0	-0.1	-0.7	-1.9	-4.1	-1.8	-4.8	-9.5	-7.2
C[C@H](CO)N1C[C@H](C)[C@@H](CN(C)S(=O)(=O)c2ccccc2)Oc2c(NS(=O)(=O)c3cccs3)cccc2C1=O	16.5	1.9	0.9	-5.1	0.0	5.5	20.2	3.0	18.3
Cc1ccc(S(=O)(=O)N2[C@@H](c3ccc(Br)cc3)C(C(=O)O)=CC[C@H]2c2cccs2)cc1	22.0	-0.5	0.3	-2.6	0.5	12.3	-4.4	95.5*	11.7
[O-]C1=N/[N+](=C/c2ccccc2)CC1	-1.0	0.8	-0.6	-1.8	-4.9	-12.6	23.8	4.7	-4.1
